Hsp70 displacement = Hsp70 inhibitors, probe displacement, primary screen, biochemical, fluorescence polarization (AID 583). Hsp70 fluorescence polarization probe displacement, mP; higher % means a stronger effect. displacement, % at 20 µM; hits with a dose series show IC50 in µM. 0.06% of 140,000 active; in the data active = displacement above about 50%;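 note: plate controls were vehicle for no effect and reference ligand for full effect; a part of the inactive calls stands beside numbers as strong as those of hits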
Rat MKP-3 inhibitors = inhibition of rat DUSP6 enzyme activity – biochemical, in vitro, primary screen (AID 425). one-dose inhibition, % at 20 µM; IC50 in µM for titrated hits. recombinant MKP-3 phosphatase activity, fluorescence; higher % means a stronger effect. 0.17% of 110,000 active; in the data active = inhibition above about 50%;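 note: plate controls were vehicle for no effect and reference inhibitor for full effect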
The depositor's hits bear a star; · = no result given; & = joins results of further samples. This is a subset. The share of hits here may be higher or lower than overall.

SMILES | Hsp70 displacement | Rat MKP-3 inhibitors
CC(C)c1ccc(CN2CCC(C(=O)NCc3cccnc3)CC2)cc1 | 3.1% | ·
COc1cccc(NC(=O)COC(=O)CCCc2c[nH]c3ccccc23)c1 | -0.6% | ·
O=C(NCc1ccccc1)c1nn2c(C(F)(F)F)cc(-c3cccs3)nc2c1Cl | -0.9% | 1%
CCCCc1nc(N2CCOCC2)c(C#N)c2c1CCCC2 | -4.0% | 0%
C=CCOc1ccc(/C=C2\C(=O)NC(=O)N(c3cc(C)cc(C)c3)C2=O)cc1 | -4.1% | 3%
O=C1NC(=O)N(c2cccc(F)c2)C(=O)/C1=C/c1ccc(OCc2cccc(C(=O)O)c2)cc1 | 5.7% | -2%
CCOc1ccc(N2C(=O)c3ccccc3C2O)cc1 (centres undefined) | 0.8% | 2%
CCCn1nnc(NC(=O)c2cc3ccccc3o2)n1 | 3.7% | -9%
O=C(CN1C(=O)CC(c2ccco2)Sc2ccccc21)Nc1ccc2c(c1)OCCO2 (centres undefined) | · | 5%
O=C(NCc1cccs1)c1ccc(Cl)s1 | -1.0% | -8%
Cc1[nH]c2ccccc2c1Cc1n[nH]c(=S)n1C | 0.3% | ·
COCCn1c(Sc2nc(C)cs2)nc2c1c(=O)[nH]c(=O)n2C | 5.1% | 7%
COc1cc(NC(=O)C2CCN(S(=O)(=O)c3cccc4nonc34)CC2)cc(OC)c1 | -0.4% | -12%
Cc1onc(-c2ccccc2)c1C(=O)NCc1ccc2c(c1)OCO2 | 2.2% | 3%
COC(=O)C1C2C=CC3(CN(Cc4ccco4)C(=O)C13)O2 (centres undefined) | -1.1% | -1%
CCCS(=O)(=O)N1CCCC(C(=O)NCCCN(Cc2ccccc2)C(C)C)C1 (centres undefined) | -4.4% | -4%
O=[N+]([O-])c1ccc(Cl)c(-n2ncnc2-c2ccc(Br)cc2)c1 | -5.0% | 6%
CCCOc1cccc(C(=O)Nc2scc(-c3ccccc3Cl)c2C(=O)OC)c1 | 3.4% | 4%
CCOC(=O)c1cc(NC(=O)N2CCCCC2)c(C)nc1C | 8.3% | -11%
O=C(NCC1CCCCC1)C1CCCN(C(=O)NC2CCCCC2)C1 (centres undefined) | 0.1% | 0%
COc1cc(-c2nc(Cc3c(F)cccc3Cl)no2)cc(OC)c1OC | 1.1% | 1%
Cc1ccc(NC(=O)CCC(=O)c2cccs2)cc1 | -0.1% | ·
COC(=O)C1=C(C)NC2=C(C(=O)c3ccccc32)C1c1cc2c(cc1Br)OCO2 (centres undefined) | 2.0% | -1%
O=C(CC(Nc1cccc([N+](=O)[O-])c1)c1ccc(Cl)cc1)c1ccccc1 (centres undefined) | -6.8% | 5%
CN1CCN(Cn2c(O)c(N=NC(=O)CO/N=C/c3ccccc3Cl)c3ccccc32)CC1 | 0.9% | 0%
Cc1ccc(-c2nc3s/c(=C\c4cn(-c5ccccc5)nc4-c4ccccc4)c(=O)n3n2)cc1 | -0.7% | 4%
N#CCC(=O)Nc1ncn(Cc2ccccc2Cl)n1 | -4.8% | -8%
COc1ccc(-c2cc3ccccc3n2CC(O)Cn2nc(C)cc2C)cc1 (centres undefined) | 2.7% | -2%
O=c1c2ccccc2[nH]c(=S)n1CCCN1CCOCC1 | -0.2% | ·
COc1ccc(C(=O)Nc2ccc(I)cc2Cl)cc1 | 2.8% | 2%
CSc1nc(SC)c2c3c(sc2n1)COC(C)(C)C3 | -1.8% | -8%
COc1cccc(NC(=O)c2ccccc2SC)c1 | -1.9% | 2%
CCS(=O)(=O)N1CCC(C(=O)NCC2CCCO2)CC1 (centres undefined) | · | 4%
COc1ccc(N(CC(=O)Nc2ccccc2C(=O)NCc2ccco2)S(C)(=O)=O)cc1 | -5.0% | ·
CCN1CCN(Cc2ccccc2NC(=O)Nc2ccc(C)cc2)CC1 | 5.4% | -7%
Nc1c(-c2ccccc2)n[nH]c1-c1ccccc1 | -3.5% | -5%
COc1ccc(CCNS(=O)(=O)c2ccc3c(c2)CCN3C(=O)CCC(=O)O)cc1OC | 2.8% | -8%
Cc1ccc(C(=O)NC(NC(=S)Nc2ccccc2)C(Cl)(Cl)Cl)cc1 (centres undefined) | -2.2% | 0%
OC(COCc1ccccc1)CN1CCN(c2ccccc2F)CC1 (centres undefined) | 7.5% | -5%
O=C1NC(=S)NC(=O)C1=Cc1ccc(N2CCCCC2)c([N+](=O)[O-])c1 | 3.2% | 0%
CN(C)c1ccc(NC(=O)c2cccc(N3C(=O)CCC3=O)c2)cc1 | -3.3% | -7%
CCCC(C)C1C(C#N)=C(N)Oc2n[nH]c(-c3ccccc3)c21 (centres undefined) | -2.0% | 0%
CC(C)Nc1nc(NC(C)(C)C)nc(Oc2ccc(=O)n(-c3ccccc3)n2)n1 | -3.1% | ·
CN1C(=O)N(S(=O)(=O)c2ccc(F)c(F)c2F)C(=O)C1(C)C | 4.2% | ·
COc1ccc(C(=O)Nc2nc3ccccc3[nH]2)cc1S(=O)(=O)N1CCCC1 | 3.7% | ·
O=C(OCc1ccccc1)Oc1cncc(C(=O)O)c1 | -5.4% | 0%
Nc1nonc1/C(=N/O)N1CCN(CCO)CC1 | -0.5%&6.4% | -4%&-5%
CSc1nsc(SCCN2C(=O)c3ccccc3C2=O)n1 | 3.5% | -3%

Copied from the listing (18 entries):
SMILES | Hsp70 displacement | Rat MKP-3 inhibitors
CSc1nc(SC)c2c3c(sc2n1)COC(C)(C)C3 | -1.8% | -8%
COc1cccc(NC(=O)c2ccccc2SC)c1 | -1.9% | 2%
CCS(=O)(=O)N1CCC(C(=O)NCC2CCCO2)CC1 (centres undefined) | · | 4%
COc1ccc(N(CC(=O)Nc2ccccc2C(=O)NCc2ccco2)S(C)(=O)=O)cc1 | -5.0% | ·
CCN1CCN(Cc2ccccc2NC(=O)Nc2ccc(C)cc2)CC1 | 5.4% | -7%
Nc1c(-c2ccccc2)n[nH]c1-c1ccccc1 | -3.5% | -5%
COc1ccc(CCNS(=O)(=O)c2ccc3c(c2)CCN3C(=O)CCC(=O)O)cc1OC | 2.8% | -8%
Cc1ccc(C(=O)NC(NC(=S)Nc2ccccc2)C(Cl)(Cl)Cl)cc1 (centres undefined) | -2.2% | 0%
OC(COCc1ccccc1)CN1CCN(c2ccccc2F)CC1 (centres undefined) | 7.5% | -5%
O=C1NC(=S)NC(=O)C1=Cc1ccc(N2CCCCC2)c([N+](=O)[O-])c1 | 3.2% | 0%
CN(C)c1ccc(NC(=O)c2cccc(N3C(=O)CCC3=O)c2)cc1 | -3.3% | -7%
CCCC(C)C1C(C#N)=C(N)Oc2n[nH]c(-c3ccccc3)c21 (centres undefined) | -2.0% | 0%
CC(C)Nc1nc(NC(C)(C)C)nc(Oc2ccc(=O)n(-c3ccccc3)n2)n1 | -3.1% | ·
CN1C(=O)N(S(=O)(=O)c2ccc(F)c(F)c2F)C(=O)C1(C)C | 4.2% | ·
COc1ccc(C(=O)Nc2nc3ccccc3[nH]2)cc1S(=O)(=O)N1CCCC1 | 3.7% | ·
O=C(OCc1ccccc1)Oc1cncc(C(=O)O)c1 | -5.4% | 0%
Nc1nonc1/C(=N/O)N1CCN(CCO)CC1 | -0.5%&6.4% | -4%&-5%
CSc1nsc(SCCN2C(=O)c3ccccc3C2=O)n1 | 3.5% | -3%

Next section:
SMILES | Hsp70 displacement | Rat MKP-3 inhibitors
Cc1ccc(CNC(=O)C(=O)NCc2ccco2)cc1 | -2.2% | 0%
CCn1cc(CNC(=O)CCSc2nc(-c3ccco3)cc(C(F)(F)F)n2)cn1 | 7.2% | ·
O=P(O)(O)CP(=O)(c1ccccc1)c1ccccc1 | -0.8% | -1%
COc1cc(C2N(c3ccccc3)CCN2c2ccccc2)cc(OC)c1OC | 0.1% | -6%
CC1CCOP(=O)(C(Nc2ccc([N+](=O)[O-])cc2)c2ccc(Br)cc2)O1 (centres undefined) | 0.9% | 4%
Cc1ccccc1OCC(=O)Nc1ccc(NC(=O)c2ccco2)cc1 | -2.3% | 0%
CCC1Oc2ccc(C)cc2N(CC(=O)N2CCN(c3ccc(F)cc3)CC2)C1=O (centres undefined) | 4.3% | 4%
COC(=O)c1c(NC(=O)c2sc3cc(C)ccc3c2Cl)sc2c1CCCC2 | 1.2% | -2%
O=C1C=C(O)CC(c2ccc(Cl)cc2)C1 (centres undefined) | -0.1% | 2%
COc1ccc(NC(=O)COc2ccc(C(C)(C)c3ccccc3)cc2)c(OC)c1 | 6.6% | 19%
O=C(c1ccc(Br)cc1)N1CCN(c2ccc(F)cc2)CC1 | 2.4% | 0%
O=C(NCc1ccccn1)c1c(Cl)cccc1Cl | 8.3% | -2%
CNC(=O)C(=O)Nc1ccc(OC)cc1OC | -3.6% | 4%
N=c1c2c3c(sc2ncn1N)CCCCC3 | -6.6% | -16%
O=C1CC(Cc2ccc(Cl)cc2)C(=O)N1c1ccc2ccccc2n1 (centres undefined) | -4.4% | 2%
O=C1CC(c2ccccc2)CC(O)=C1C=NCCC(c1ccccc1)c1ccccc1 (centres undefined) | 2.2% | 1%
COc1ccc(NC(=O)c2sc(SCc3ccccc3)nc2N)cc1 | -4.4% | ·
O=c1c(Cl)c(Cl)cnn1Cc1c(Cl)ccc(Cl)c1Cl | 4.0% | 5%
CC(=O)Oc1ccc2occ(C(=O)c3ccccc3)c2c1 | -6.3% | 1%
O=C1c2ccccc2C(=O)N1CCc1nc(-c2ccccn2)no1 | -0.3% | -15%
O=C(O)CCCCCN=C1CCc2ccccc2N1 | 5.2% | -9%
CN(C)/C=C1\N=C(c2ccc3c(c2)OCO3)OC1=O | 0.7%&0.0% | -5%&3%
CC(C)Oc1ccc(C(=O)N2CCC(Cc3ccccc3)CC2)cc1 | 8.1% | 1%
COc1cc(C(=O)Nc2nc3c(C)cccc3s2)cc(OC)c1OC | -0.1% | 4%
O=C1NC(Nc2nc3ccccc3s2)(C(F)(F)F)C(=O)N1C1CCCCC1 (centres undefined) | · | -1%
CC(=O)N(c1ccc(Br)cc1)C1SC(=O)N(c2cccc(C)c2)C1=O (centres undefined) | -2.5% | -1%
CC(=O)c1sc(NC(=O)c2ccc(Cn3cc(Br)cn3)o2)nc1C | 2.8% | -2%
Cc1ccccc1-c1noc(-c2ccc(Cl)cc2)n1 | 0.9% | ·
O=S(=O)(CCc1nc2ccccc2o1)c1ccc(Cl)c(Cl)c1 | 6.3% | -5%
Cc1nc2ccccc2n1C1CC(=O)N(c2ccc(Br)cc2)C1=O (centres undefined) | 4.1% | -6%
O=C(NCC(O)c1ccccc1)C(=O)Nc1ccc(F)cc1 (centres undefined) | 2.5% | -4%
O=C(Nc1nc(-c2ccc(Cl)cc2)cs1)c1sc2ccccc2c1Cl | -0.5% | 8%
CC(=O)N1CCN=C1Nc1c(Cl)cccc1Cl | 2.7% | -3%
O=C(CSc1nc2ncccc2[nH]1)NCc1ccccc1 | 4.4% | -14%
COC(=O)C1=C(C(=O)OC)SC2(S1)C(C(=O)OC)=C(C(=O)OC)SC1=C2c2cc(C)ccc2NC1(C)C | -0.3% | ·
COc1ccc2c3c(c(=O)oc2c1)CCCC3 | -1.9% | -2%

Overlap with the part before: 2 compounds, followed by the next part.
SMILES | Hsp70 displacement | Rat MKP-3 inhibitors
COC(=O)C1=C(C(=O)OC)SC2(S1)C(C(=O)OC)=C(C(=O)OC)SC1=C2c2cc(C)ccc2NC1(C)C | -0.3% | ·
COc1ccc2c3c(c(=O)oc2c1)CCCC3 | -1.9% | -2%
O=C1c2ccccc2S(=O)(=O)N1CC(O)COc1ccc(Br)cc1 (centres undefined) | -3.6% | -1%
NC(=O)c1ccc(NC(=O)CCN2C(=O)c3cccc([N+](=O)[O-])c3C2=O)cc1 | -0.2% | 1%
Cc1nc(SCn2nnc3ccccc3c2=O)nc(C)c1C | 0.6% | -5%
CCOc1ccc(NCC(=O)N/N=C/c2c[nH]c3ccccc23)cc1 | -1.9% | 6%
Cc1cc(NC(=O)CSc2ccc3nnc(-c4ccccn4)n3n2)no1 | -2.9% | -8%
CC(=O)C(=Nc1ccc(Cl)cc1Cl)NNc1cccc(Cl)c1 | -3.5% | ·
O=C(c1ccc2c(c1)OCCO2)C1CCN(S(=O)(=O)c2cccc(F)c2)CC1 | -4.6% | 5%
COc1c(C)cc(Br)cc1C(=O)Nc1cccc(NC(=O)c2ccco2)c1 | -3.9% | -4%
CCOC(=O)C1(C)NC(c2ccc(OC)cc2OC)C2C(=O)N(c3cccc(OC)c3)C(=O)C21 (centres undefined) | -4.9% | -8%
C=CCOC(=O)C1=C(C)Nc2nnnn2C1c1cccc(OC)c1OC (centres undefined) | 2.9% | 5%
Cn1ccnc1Sc1ccc(C2Nc3ccc4ccccc4c3C3=C2C(=O)CC(C)(C)C3)cc1[N+](=O)[O-] (centres undefined) | 0.2% | 7%
CC1=C(C(=O)Nc2ccccc2)C(c2ccc(Cl)cc2)C(C(=O)Nc2ccccc2)=C(C)N1 | -4.1% | 6%
CCNc1nnc(-c2ccncc2)s1 | -2.8% | ·
CC1CCCN(S(=O)(=O)c2coc(C(N)=O)c2)C1 (centres undefined) | 3.5% | -13%
C/C(=N\NC(=O)c1cc(-c2ccccc2)n[nH]1)c1cccc([N+](=O)[O-])c1 | -0.8% | 3%
N#Cc1c(NC(=O)CSc2ncccn2)oc(-c2ccccc2)c1-c1ccccc1 | 6.0% | ·
Cc1cnc(NC(=O)c2cc3c(s2)CCCC3)s1 | 1.6% | ·
Cc1cc(C)n(C(=O)CNC(=O)COc2ccccc2C)n1 | 3.5% | 3%
CCOC(=O)c1sc(/N=C/N(C)C)c(C(=O)OCC)c1C | -0.8% | -9%
Cn1c(NC(=O)C2CCCC2)cc(=O)n(C)c1=O | 4.3% | -10%
CCCn1c(-c2ccc(F)cc2)n[nH]c1=S | 4.5% | -10%
Cn1c(SCC(=O)N2CCN(c3ccccc3)CC2)nnc1-c1c[nH]c2ccccc12 | -2.4% | 6%
Nc1cnn(C2CCCO2)c(=O)n1 (centres undefined) | -5.0% | -10%
Cc1cccc(C(=O)OCC(=O)Nc2ccc(N3CCCCC3)cc2)c1O | 0.3% | 5%
CSc1nsc(SCc2cnc(C)nc2N)n1 | 5.1% | -5%
Cc1ccc2c(C)c(C(=O)N(Cc3cccs3)C3CCS(=O)(=O)C3)oc2c1 (centres undefined) | -8.3% | ·
